Compound activity deposited in PubChem BioAssay by several laboratories.
hcDAF-12 act – activates DAF-12 receptor from parasite H. contortus; HEK293 hcDAF-12 lit1-tk-luc reporter, luminescence; 0% DMSO, 100% Δ7-dafachronic acid; actives 1.4% (n = 370,000); activation, % at 6.8 µM; AID 652067;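 active = activation above the mean of all tested compounds plus 3 SD, cut at about 5.5% in these data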;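 also: 100% = response to 3 µM Δ7-dafachronic acid high control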
PLCg1 inh – inhibitors of human phospholipase C gamma1; purified PLC-gamma1, fluorogenic substrate, fluorescence; actives 0.84% (n = 370,000); inhibition, % at 12.2 µM; in the data active = inhibition above about 9.5%
SMARCA2 act – SMARCA2 function activation, primary screen; MG213 cells, MMTV-luciferase reporter, dexamethasone, overnight; activation, % at 9.1 µM; actives 1% (n = 370,000); AID 652017; in the data active = activation above about 7.8%;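 also: 0% = vehicle wells and 100% = reference activator wells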
ssDAF12 agonist – S. stercoralis DAF-12 activation, primary screen | AID 652126 | actives 1% (n = 370,000) | HEK293 ssDAF-12/GRIP1 lit1-tk-luc reporter, luminescence; % of 3 µM dafachronic acid response | activation, % at 6.8 µM;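 active = activation above the mean over all tested compounds plus 3 SD, cut at about 0.9% in these data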;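 also: 0% = DMSO-only wells and 100% = 3 µM delta7-dafachronic acid wells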
DAX1 inh-1 – DAX1 (NR0B1) inhibition, primary screen; HEK293T StAR-luciferase reporter, SF-1/DAX-1 repression relief; inhibition, % at 6.8 µM; actives 1.1% (n = 370,000); AID 652010;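 active = inhibition above the mean over all tested compounds plus 3 SD, cut at about 3.6% in these data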;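 also: 0% = DAX-1 cells with DMSO and 100% = cells lacking DAX-1 with DMSO; higher inhibition means more luminescence from relief of DAX-1 repression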
PLCb3 inh – inhibitors of human phospholipase C beta3. Purified PLC-beta3, fluorogenic substrate, fluorescence. actives 0.18% (n = 370,000). inhibition, % at 12.2 µM. AID 720704. Q01970; in the data active = inhibition above about 11%;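 also: 0% = median of compound wells on plate and 100% = full blocker control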
MBD2 inh – inhibitors of human MBD2 binding to methylated oligonucleotide; actives 0.31% (n = 370,000); TR-FRET; inhibition, % at 4.4 µM; AID 686964; in the data active = inhibition above about 13%
Rev-erbA mod – Rev-erb alpha (human) modulation. P20393. Rev-erbα–FITC-DNA binding, fluorescence polarization, 90 min. activity, % at 10 µM. actives 0.79% (n = 370,000). AID 1259318;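 active = activity above about 14%, limit read from the data; passing the limit was not always enough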;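 also: 0% = DMSO wells with 35 nM protein and 100% = DMSO wells with 750 nM protein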
Target sequence (P20393 whole entry, looked up): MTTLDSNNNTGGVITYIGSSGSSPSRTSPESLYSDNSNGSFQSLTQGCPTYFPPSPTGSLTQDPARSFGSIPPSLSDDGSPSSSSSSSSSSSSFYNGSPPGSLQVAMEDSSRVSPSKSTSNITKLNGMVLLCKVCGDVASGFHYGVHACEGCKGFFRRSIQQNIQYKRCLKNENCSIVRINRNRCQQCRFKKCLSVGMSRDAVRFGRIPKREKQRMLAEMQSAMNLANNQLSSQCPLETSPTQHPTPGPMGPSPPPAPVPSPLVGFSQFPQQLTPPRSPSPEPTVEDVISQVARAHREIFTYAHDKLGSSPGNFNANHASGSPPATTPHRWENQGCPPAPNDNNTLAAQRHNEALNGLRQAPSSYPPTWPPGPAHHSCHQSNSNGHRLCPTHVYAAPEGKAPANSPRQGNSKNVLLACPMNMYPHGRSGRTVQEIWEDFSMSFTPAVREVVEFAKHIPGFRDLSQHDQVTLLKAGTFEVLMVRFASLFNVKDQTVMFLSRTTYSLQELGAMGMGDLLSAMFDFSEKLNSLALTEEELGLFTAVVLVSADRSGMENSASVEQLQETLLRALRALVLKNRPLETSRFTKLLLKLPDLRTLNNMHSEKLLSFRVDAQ
hgDAF12 agonist – activates the H. glycines DAF-12 receptor ligand-binding domain; actives 1.8% (n = 370,000); HEK293 GAL4-hgDAF12 UAS-luciferase reporter, agonist luminescence; normalized to butyrate control; activation, % at 6.8 µM;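 active = activation above a cutoff set at the mean of all screened compounds plus 3 SD, cut at about 10% in these data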;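 also: 0% = DMSO wells and 100% = sodium butyrate wells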
ADAM17 inh – inhibits human ADAM17. P78536. recombinant ADAM17, EDANS/DABCYL FRET peptide cleavage. inhibition, % at 6.95 µM. actives 0.83% (n = 370,000);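 active = inhibition above the mean of compounds lying between control limits plus 3 SD, set per campaign, cut at about 8.5% in these data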;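 also: 0% = DMSO-only wells as the low control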
DAX1 inh-2 – inhibits human nuclear receptor DAX1; actives 0.99% (n = 340,000); inhibition, % at 6.75 µM; HEK293 Gal4-DAX1 luciferase reporter, luminescence; AID 504766; P51843;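 active = inhibition above the mean over all tested compounds plus 3 SD, cut at about 4.2% in these data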;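 also: 0% = DAX1-transfected cells with DMSO and 100% = empty-vector control cells with DMSO; inhibition shows as a rise in luminescence from relieved DAX1 repression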
Target sequence (P51843 207-470 limits assumed): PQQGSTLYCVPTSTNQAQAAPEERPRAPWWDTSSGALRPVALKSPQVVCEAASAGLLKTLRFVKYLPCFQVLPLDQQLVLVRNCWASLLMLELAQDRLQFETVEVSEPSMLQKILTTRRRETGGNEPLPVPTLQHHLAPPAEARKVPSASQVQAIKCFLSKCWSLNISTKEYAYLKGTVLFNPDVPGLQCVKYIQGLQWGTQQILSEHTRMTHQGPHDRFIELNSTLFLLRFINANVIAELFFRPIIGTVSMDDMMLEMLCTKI
* marks the source's active call; other numbers are inactive results; . = no result given.

SMILES	hcDAF-12 act	PLCg1 inh	SMARCA2 act	ssDAF12 agonist	DAX1 inh-1	PLCb3 inh	MBD2 inh	Rev-erbA mod	hgDAF12 agonist	ADAM17 inh	DAX1 inh-2
C/C(=N\NC(=O)c1ccc(CSc2nncn2C)cc1)c1cccs1	3.1	1	4	-0.1	0.5	2	0	-8	2.7	-2	2.2
Cc1cccc(C(=O)Oc2ccc(/C=N/NC(=O)c3ccc(O)cc3)cc2)c1	-2.5	7	-1	-0.8	-0.2	4	-2	-2	1.9	-3	0.5
CC(C)(C)n1nnnc1C(c1cc2cc3c(cc2[nH]c1=O)OCCO3)N1CCSCC1 (stereo not drawn)	-1.1	-57	0	-0.2	0.9	-70	4	-1	-1.6	-158	-0.5
COc1ccc(CCNC(=O)c2ccccc2SC)cc1	1.8	-3	-3	-0.6	-0.5	-1	2	-9	0.1	-6	-0.1
Clc1ccc(-c2nnc(-c3ccc(Br)cc3)c(N3CCSCC3)n2)cc1	-1.1	3	3	-0.6	0.0	-1	2	-8	1.9	-5	-0.2
COC(=O)c1ccc(NC(C(=O)OC)C(C)C)c([N+](=O)[O-])c1 (stereo not drawn)	0.9	0	-4	-1.0	-0.4	5	-5	2	-3.0	0	3.8
CCN(CC)c1ncnc2c1ncn2[C@H]1CN(Cc2cc(OC)c(OC)c(OC)c2)C[C@@H](CO)O1	-0.2	0	0	-1.0	-0.4	2	-1	-1	0.0	-4	.
O=C(Nc1ncc([N+](=O)[O-])s1)c1ccco1	4.3	-3	3	0.7	6.5*	-2	-3	-2	8.1	0	1.0
COC(=O)c1cccc(NC(=O)c2onc3c2CCCC3)c1	6.0*	2	1	0.7	3.8*	1	-5	1	17*	-3	1.1
COC(=O)C1=C(C)N(Cc2ccccc2C(F)(F)F)C(=NCc2cccc(C(F)(F)F)c2)NC1c1ccc(F)cc1 (stereo not drawn)	1.7	6	-3	-1.3	-0.9	8	2	-7	3.6	2	.
CN(C)S(=O)(=O)N(CC(=O)Nc1cccc(F)c1)c1ccccc1	-1.0	-1	-3	-1.3	0.0	-149	-4	0	-2.7	-2	-0.2
O=C(NCC(c1cccs1)N1CCOCC1)c1cc(-c2ccc(F)cc2)nc2ccccc12 (stereo not drawn)	-1.0	-23	-2	-0.2	-1.4	-40	5	1	0.1	-9	-1.3
Cc1[nH]n(-c2ccc(C(=O)O)cc2)c(=O)c1CCO	2.0	-2	-2	-1.0	-0.7	0	-4	4	1.8	-5	.
O=C(Nc1cc(S(=O)(=O)N2CCOCC2)ccc1N1CCOCC1)c1ccc(Cl)nc1	-2.1	-25	0	-1.5	0.1	-3	-3	-1	1.9	-3	0.1
COC(=O)Nc1cc(C)nc2ccccc12	-0.6	2	-1	-1.2	0.4	-2	1	-1	-0.7	-5	-0.3
NC(=O)N/N=C/c1coc2ccc(O)cc2c1=O	0.3	-3	0	-0.3	-0.5	-13	-1	-4	-0.1	-1	-0.4
COc1cc([N+](=O)[O-])ccc1N=Nc1c(N)[nH]n(-c2ccccc2)c1=O	-0.5	-1	-1	-0.9	0.2	2	-2	3	-5.4	1	.
CCCS(=O)(=O)N1CCC(C(=O)NCCC(C)C)CC1	-0.6	1	-5	-1.1	0.7	-3	0	3	-0.6	0	-0.3
COc1ccccc1CNC(=O)CN1C(=O)NC2(CCCc3sccc32)C1=O (stereo not drawn)	0.0	1	1	-1.2	2.2	-7	-2	-5	0.0	-6	-0.7
Cc1cc(N(CN2CCCC2=O)C(=O)c2ccccc2)no1	0.5	4	-1	-0.9	0.2	1	5	13	-3.3	-1	0.0
COC1(C)CC2C(CC1OC(=O)c1cc([N+](=O)[O-])cc([N+](=O)[O-])c1)C2(C)C (stereo not drawn)	-0.5	-2	1	-0.7	-0.2	-4	6	-4	0.0	-5	1.5
FC(F)(F)c1cnc(Oc2ccccc2-c2nnco2)c(Cl)c1	1.8	2	0	-0.8	-0.1	0	0	-1	-1.2	0	-0.7
Cc1ccccc1-c1nn(-c2ccc(F)cc2F)cc1CNCC(C)O (stereo not drawn)	-0.4	1	-2	-1.4	-0.3	1	-8	0	0.8	-2	0.3
O=C(CCC(=O)N1CCN(Cc2ccc(F)cc2)CC1)Nc1nnc(C(F)(F)F)s1	-0.9	0	-3	-0.6	-1.6	-9	2	-7	0.9	-6	1.0
CC1(C(=O)N2CCC(CO)(Cc3cccc(C(F)(F)F)c3)CC2)CC1	-1.1	0	-4	-2.2	-0.7	-5	-2	3	-3.0	-5	-1.5

Complete entries as entered above. Order of screens: hcDAF-12 act, PLCg1 inh, SMARCA2 act, ssDAF12 agonist, DAX1 inh-1, PLCb3 inh, MBD2 inh, Rev-erbA mod, hgDAF12 agonist, ADAM17 inh, DAX1 inh-2
CC1(C(=O)N2CCC(CO)(Cc3cccc(C(F)(F)F)c3)CC2)CC1 in the list: -1.1, 0, -4, -2.2, -0.7, -5, -2, 3, -3.0, -5, -1.5
NC(=O)N/N=C/c1coc2ccc(O)cc2c1=O in the list: 0.3, -3, 0, -0.3, -0.5, -13, -1, -4, -0.1, -1, -0.4

(cont.)
SMILES	hcDAF-12 act	PLCg1 inh	SMARCA2 act	ssDAF12 agonist	DAX1 inh-1	PLCb3 inh	MBD2 inh	Rev-erbA mod	hgDAF12 agonist	ADAM17 inh	DAX1 inh-2
O=C(NCc1ccccc1)c1cccc(F)c1F	-0.6	1	-1	-1.1	0.1	-5	0	-4	-0.3	1	0.5
O=c1cc(CSc2ccccn2)c2ccccc2[nH]1	-0.8	3	0	-0.8	-0.8	1	4	-2	0.2	-3	-0.2
COc1ccccc1NC(=O)CCNC(=O)Cn1ccc2ccccc2c1=O	-0.9	2	2	-1.3	0.4	0	2	0	-1.8	-4	-0.1
Cc1cc2nc(=O)c(/C=C3\C=Nc4ccccc43)c(N)n2o1	-1.4	1	-1	-1.9	-0.4	-6	-1	-3	-2.1	-4	.
CCCCC(=O)Nc1cc(OCC)c(NC(=S)NC)cc1OCC	0.1	1	0	-0.6	-0.1	2	-5	-8	1.8	-2	1.2
C/C(CC(=O)Nc1ccc(N(C)C)cc1)=N\NC(=O)c1ccc(C(C)(C)C)cc1	-0.8	-2	-1	-0.6	0.8	-4	-5	-1	-0.8	-1	-1.5
CC1(C)COCN1C(=O)c1ccc(C#N)cc1	2.1	3	-3	-0.9	-0.1	-4	-5	5	-4.8	-2	-1.0
Cc1ccc(C(=O)NCCN2CCOCC2)c(Cl)c1	5.2	-4	4	0.6	1.0	-9	2	1	8.9	-7	0.7
CCCCc1nnc(SC(C)C(=O)Nc2nccs2)n1C (stereo not drawn)	1.4	0	4	-1.0	-1.5	-4	-1	1	1.8	0	0.6
COc1ccc(CCNC(=O)C2CCN(S(=O)(=O)c3ccc(SC)cc3)CC2)cc1	0.7	0	-3	-1.1	-0.2	1	2	-4	0.5	-1	1.1
COc1cc(/C=C2/NC(=O)N(CC(=O)Nc3ccc(C)cc3)C2=O)ccc1Oc1ccc([N+](=O)[O-])cn1	-0.2	4	-2	-1.6	1.4	3	-2	-6	-2.2	7	-0.2
CCOC(=O)Cc1csc(NC(=O)CCc2ccccc2)n1	1.0	2	-2	-1.1	-0.8	-6	5	-1	-1.8	-3	0.6
CCN(Cc1ccccc1)S(=O)(=O)c1ccc(C(=O)N(CCCN(C)C)c2nc3cc(C)cc(C)c3s2)cc1	-0.5	3	-3	-0.7	-0.5	-6	6	-4	-0.3	4	0.8
CCC/C(O)=C1\C(=O)CC(c2ccccc2)CC1=NC(C)C(=O)O (stereo not drawn)	-0.2	7	3	-1.7	0.0	-1	1	-3	-1.2	-1	-0.1
N#C/C(=C(O)\C=C\c1ccccc1)c1nc2ccccc2[nH]1	-1.4	-64	-1	-1.3	-0.5	-99	-4	0	0.4	0	2.7
C[C@H]1CN([C@@H](C)CO)C(=O)c2cc(NC(=O)C3CCCCC3)ccc2O[C@H]1CN(C)C(=O)Nc1ccc2c(c1)OCO2	-0.5	2	1	-1.4	-0.2	0	2	-6	-0.1	-1	-0.5
CCCCCCCCCCOC(=O)Cn1c(COc2cccc(C)c2)[n+](C)c2ccccc21	-2.0	5	-10	-1.8	-0.9	0	-3	3	0.9	2	-1.1
C=CCNC(=O)CN(C(=O)c1csc2ccc(Cl)cc12)c1cccc(Br)c1	1.4	2	-5	-0.6	0.1	2	-3	-2	-1.1	4	.
Cc1ccc(NC(=O)COC(=O)c2sccc2C)cc1S(=O)(=O)N1CCOCC1	-4.0	6	-1	-1.7	0.1	2	-5	-4	-3.9	5	-1.8
Cc1ccc(NC(=S)NCC2CCN(C(C)c3ccccc3)C2)cc1 (stereo not drawn)	-1.2	4	-3	-0.5	-0.2	-4	3	-5	-3.6	-3	4.1
O=C(Nc1ccccc1Cl)c1cc(S(=O)(=O)N2CCC3(CC2)OCCO3)ccc1F	-1.0	6	-4	-1.3	0.3	-1	-1	3	0.5	3	1.2
CCCn1c(SCC(=O)Nc2nc3ccccc3s2)nc2c1c(=O)n(C)c(=O)n2C	0.3	7	0	-0.8	-0.8	-3	-4	0	3.3	-3	0.6
COc1ccc2cc(CCNC(=O)C3CC3)c(=O)[nH]c2c1	0.4	5	-2	-0.7	0.4	6	-2	6	0.9	-8	0.5
Cc1ccc(NC(=O)C(C)Sc2nnc(C)n2C2CC2)cc1S(=O)(=O)N1CCOCC1 (stereo not drawn)	-1.4	-1	-1	-0.9	-1.0	8	-2	-6	-1.2	-2	0.5
Cn1c(SCc2cccc(C(F)(F)F)c2)nnc1-c1ccco1	-1.8	0	-1	-1.1	-0.8	4	-2	-3	1.8	-3	-0.1

Remaining list, next part:
SMILES	hcDAF-12 act	PLCg1 inh	SMARCA2 act	ssDAF12 agonist	DAX1 inh-1	PLCb3 inh	MBD2 inh	Rev-erbA mod	hgDAF12 agonist	ADAM17 inh	DAX1 inh-2
COCCNC(=S)N1CCN(c2nc(-c3cccc(OC)c3)cs2)CC1	-0.5	8	1	-1.5	-0.7	-5	2	-2	0.1	5	4.3*
O=C(Nc1ccc(Cl)c(Cl)c1)N(Cc1cccnc1)Cc1ccco1	-2.3	-1	0	-1.6	0.2	-5	3	1	-0.7	-4	-1.1
CN1CCN(C(=O)CN(CCc2ccccc2)S(C)(=O)=O)CC1	-2.0	0	-3	-1.4	1.1	1	0	-1	1.1	-4	-0.4
CC(C)CN(C(=O)CSc1nnc2ccccn12)c1c(N)n(CC(C)C)c(=O)[nH]c1=O	-0.8	1	2	-0.9	0.3	3	4	4	0.1	-3	0.1
COc1ccc(NC(=O)C2CCCN(S(=O)(=O)c3cccc4cccnc34)C2)c(OC)c1 (stereo not drawn)	-3.7	3	-1	-1.8	-1.6	4	-3	-3	-3.6	2	-1.8
CC1CCCN(CCC(=O)c2ccc(Br)cc2)C1 (stereo not drawn)	-1.2	-1	1	-1.1	-0.4	0	4	7	-1.2	-5	-0.5
COc1ccc(Cn2c3ccc(OC)cc3c3nc4ccccc4nc32)cc1	-0.9	-9	1	-2.0	-0.3	-11	1	25*	-1.1	-2	-0.9
NC(=O)c1nsc(C(=O)N(Cc2ccc(F)cc2)C(C(=O)NCC2CCCO2)c2ccc(O)cc2)c1N (stereo not drawn)	-2.9	-44	-3	-1.0	0.0	-79	0	-3	0.6	-58	0.8
O=C(CSc1nnc(NCc2ccccc2)s1)N1CCOCC1	-1.3	9	-2	-0.9	0.1	-2	8	2	1.0	-5	-1.2
COc1ccc(CN2C(=O)CCC2(C)c2nnnn2-c2c(C)cccc2C)cc1 (stereo not drawn)	-1.0	2	-1	-0.8	-1.1	4	2	2	3.3	-5	.
